Assay outcomes as filed in PubChem BioAssay.
Tcruzi prolif: T. cruzi proliferation inhibition | T. cruzi beta-gal in NIH3T3, GalScreen luminescence, 90 h | 77,000 tested, 5.9% active | inhibition, % at 8.34 µM;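 active = mean inhibition above about 93%, with at least 55% of replicates each passing it, limit read from the data, passing the limit was not always enough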
Pf Dd2 inh: P. falciparum Dd2 growth inhibition; 94,000 tested, 2.3% active; activity change, % at 10 µM; SYBR Green, 72 h; hits give low values; in the data active = activity change below about -80%
GASC1 inh: blocks human GASC-1 (KDM4C) demethylase activity. Q9H3R0. GST-KDM4C 2-372, H3K9me3 peptide, LANCE TR-FRET. inhibition, % at 12.5 µM. 96,000 tested, 0.15% active;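 active = mean replicate inhibition above about 25%, with at least 55% of replicates also reaching it, limit read from the data, passing the limit was not always enough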
Target sequence (Q9H3R0 2-372 limits assumed): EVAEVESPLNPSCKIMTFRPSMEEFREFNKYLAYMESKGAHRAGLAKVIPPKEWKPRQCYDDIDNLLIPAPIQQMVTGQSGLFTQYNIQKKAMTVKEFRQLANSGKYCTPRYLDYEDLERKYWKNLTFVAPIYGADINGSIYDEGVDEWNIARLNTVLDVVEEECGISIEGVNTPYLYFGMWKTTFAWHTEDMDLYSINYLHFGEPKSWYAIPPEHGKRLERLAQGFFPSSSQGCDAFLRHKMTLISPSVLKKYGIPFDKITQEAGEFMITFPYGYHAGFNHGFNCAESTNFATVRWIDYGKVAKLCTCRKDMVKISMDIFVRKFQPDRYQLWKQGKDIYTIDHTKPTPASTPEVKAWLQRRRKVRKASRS
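Material: GST-tagged GASC-1 (JMJD2C) catalytic fragment, aa 2-372. Input: enzyme final amount 10 nM. Medium: HEPES buffer, pH 7.5, plus ascorbate. Reagent: H3K9me3 peptide substrate, Fe(II), 2-oxoglutarate. Doses: single dose. Times: reaction 30 min RT, detection step 1 h RT. Measured by: LANCE TR-FRET. Evaluation: Fall in 671/618 emission ratio as inhibition.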
C diff HTS: blocks growth of Clostridium difficile; 86,000 tested, 0.25% active; Clostridium difficile clinical isolate growth, OD600, 24 h; hits give low values; growth activity, negative = inhibition, % at 16 µg/mL (by protocol);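 active = mean growth activity at or below -80% and every replicate also at or below -80%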;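 also: 0% = DMSO wells and -100% = levofloxacin 16 µg/mL wells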
An asterisk follows results filed as active; & = joins results of further samples.

`Cc1ccc(S(=O)(=O)N[C@H]2C=C[C@H](CC(=O)N3CCC(Cc4ccccc4)CC3)O[C@H]2CO)cc1` gave Tcruzi prolif 125*, Pf Dd2 inh -19 and GASC1 inh -0.9.
Cc1ccc(S(=O)(=O)Nc2ccc3c(c2)CC(=O)N([C@H](C)CO)C[C@@H](C)[C@@H](CN(C)Cc2ccc(Cl)c(Cl)c2)O3)cc1 was read as Tcruzi prolif 46, Pf Dd2 inh -5, GASC1 inh -0.9 and C diff HTS 19.
CCC(=O)N(C)C[C@@H]1Oc2cc(-c3cccc(C#N)c3)ccc2S(=O)(=O)N([C@H](C)CO)C[C@H]1C was read as Tcruzi prolif 43, Pf Dd2 inh -3, GASC1 inh -0.3 and C diff HTS 5.
C[C@H]1CN([C@@H](C)CO)C(=O)Cc2cc(NS(C)(=O)=O)ccc2O[C@H]1CN(C)Cc1ccccc1 was read as Tcruzi prolif 9, Pf Dd2 inh 25, GASC1 inh -0.5 and C diff HTS 8.
For CCCNC(=O)Nc1ccc2c(c1)OC[C@@H](C)N(CCC)C[C@@H](C)[C@@H](OC)CN(C)C2=O the results were Tcruzi prolif 36, Pf Dd2 inh -20 and GASC1 inh 1.7.
For COc1ccc2c3c(n(C)c2c1)[C@@H](CO)N(C)CC31CCN(C(=O)Nc2c(C)noc2C)CC1 the results were Pf Dd2 inh -15, GASC1 inh -0.4 and C diff HTS 5.
Screening C[C@@H]1CCCCO[C@@H](CN(C)CC2CC2)[C@H](C)CN([C@H](C)CO)C(=O)c2cc(NC(=O)CCC(F)(F)F)ccc2O1 returned Pf Dd2 inh -18, GASC1 inh 0.6 and C diff HTS 3.
COc1cccc(C(=O)Nc2ccc3c(c2)OC[C@H](C)NC[C@@H](C)[C@@H](OC)CN(C)C3=O)c1 was read as Tcruzi prolif -41, Pf Dd2 inh 4 and GASC1 inh -1.6.
`O=C(Cc1ccccn1)N[C@H]1CC[C@@H](CCn2cc(-c3ccc(F)cc3)nn2)O[C@H]1CO` gave Pf Dd2 inh 22, GASC1 inh 0.8 and C diff HTS -1.
CN1C(=O)c2cc(NC(=O)C3CCCC3)ccc2OC[C@H]2O[C@@H](CC(=O)Nc3ccccc3)CC[C@H]21 was read as Tcruzi prolif 16, Pf Dd2 inh -15, GASC1 inh 0.0 and C diff HTS -4.
C[C@H](CO)N1C[C@H](C)[C@@H](CN(C)Cc2ccc(Cl)c(Cl)c2)Oc2ccc(NC(=O)Nc3ccc4c(c3)OCO4)cc2C1=O was read as Tcruzi prolif 74, Pf Dd2 inh -15 and GASC1 inh -0.2.
`CCCNC(=O)N(C)C[C@H]1Oc2cc(C#C[C@H](C)O)ccc2S(=O)(=O)N([C@@H](C)CO)C[C@@H]1C` gave Tcruzi prolif 7, Pf Dd2 inh -15, GASC1 inh 0.8 and C diff HTS -2.
Screening Cc1cc(C(=O)Nc2ccc3c(c2)C(=O)N(C)[C@H]2CC[C@@H](CC(=O)O)O[C@@H]2CO3)no1 returned Tcruzi prolif 1, Pf Dd2 inh -26, GASC1 inh -0.5 and C diff HTS 7.
N#C[C@H]1N[C@@H](CO)[C@@H]1c1ccc(-c2ccccc2F)cc1 was read as Tcruzi prolif 58, Pf Dd2 inh 9, GASC1 inh -2.3 and C diff HTS 1.
`O=C(Cc1ccccn1)N1CC(=O)N2[C@@H](CO)[C@H](c3ccc(-c4ccc(F)cc4)cc3)[C@@H]2C1` gave Pf Dd2 inh -8, GASC1 inh 1.8 and C diff HTS -9.

Entries above that contain a cyano group, in the order listed:
CCC(=O)N(C)C[C@@H]1Oc2cc(-c3cccc(C#N)c3)ccc2S(=O)(=O)N([C@H](C)CO)C[C@H]1C was read as Tcruzi prolif 43, Pf Dd2 inh -3, GASC1 inh -0.3 and C diff HTS 5.
N#C[C@H]1N[C@@H](CO)[C@@H]1c1ccc(-c2ccccc2F)cc1 was read as Tcruzi prolif 58, Pf Dd2 inh 9, GASC1 inh -2.3 and C diff HTS 1.

Continuation:
For C[C@@H]1CCCCO[C@@H](CN(C)C(=O)c2ccncc2)[C@H](C)CN([C@@H](C)CO)C(=O)c2cc(NC(=O)c3ccncc3)ccc2O1 the results were Tcruzi prolif 54, Pf Dd2 inh 45, GASC1 inh 11 and C diff HTS 0.
Screening CN1C(=O)c2cc(NC(=O)C3CCCCC3)ccc2OC[C@H]2O[C@H](CC(=O)NCc3ccccc3F)CC[C@@H]21 returned Tcruzi prolif -23, Pf Dd2 inh 3, GASC1 inh -1.5 and C diff HTS 5.
COc1cccc(-c2ccc([C@@H]3[C@@H](CO)N4C(=O)CN(C(=O)C5CCOCC5)C[C@@H]34)cc2)c1 was read as Pf Dd2 inh -15, GASC1 inh 0.2 and C diff HTS 0.
`C[C@@H]1CN([C@@H](C)CO)S(=O)(=O)c2ccc(C#CC3CC3)cc2O[C@@H]1CN(C)Cc1ccccc1` gave Tcruzi prolif 37, Pf Dd2 inh -40, GASC1 inh -1.8 and C diff HTS 3.
`CC(C)CC#Cc1ccc([C@@H]2[C@@H](CO)N3C(=O)CN(C(=O)Cc4ccccc4)C[C@H]23)cc1` gave Pf Dd2 inh -37, GASC1 inh 0.5 and C diff HTS 72.
Screening C[C@@H]1CCCCO[C@H](CN(C)C(=O)CCCN(C)C)[C@H](C)CN([C@@H](C)CO)C(=O)c2cc(NC(=O)Cc3ccccc3)ccc2O1 returned Tcruzi prolif 48, Pf Dd2 inh 9, GASC1 inh 0.6 and C diff HTS 4.
O=C(c1ccncc1)N1C[C@@H]2[C@H](c3ccccc31)[C@H](CO)N2Cc1ccccc1F was read as Tcruzi prolif -10, Pf Dd2 inh -8, GASC1 inh 0.9 and C diff HTS -6.
For O=C(C1CCC1)N1CC[C@@H]2[C@H]1c1cc(Br)ccc1N[C@@H]2CO the results were Pf Dd2 inh -59, GASC1 inh 5.6 and C diff HTS 6.
C[C@H](CO)N1C[C@H](C)[C@H](CN(C)C(=O)c2ccncc2)OCCCC[C@H](C)Oc2ccc(NC(=O)c3ccncc3)cc2C1=O was read as Tcruzi prolif 93, Pf Dd2 inh 38, GASC1 inh 13 and C diff HTS -2.
Cn1cnc(S(=O)(=O)N2CC[C@@H]3[C@H]2c2cc(C#Cc4ccc(F)cc4)ccc2N[C@@H]3CO)c1 was read as Tcruzi prolif 36, Pf Dd2 inh -19, GASC1 inh -1.6 and C diff HTS 0.
Screening O=C(C[C@H]1C=C[C@@H](NC(=O)CN2CCOCC2)[C@@H](CO)O1)NC1CCCCC1 returned Tcruzi prolif -10, Pf Dd2 inh 8, GASC1 inh 0.4 and C diff HTS 7.
`CCCC#Cc1cnc2c(c1)C(=O)N([C@H](C)CO)C[C@H](C)[C@H](CN(C)Cc1ccc(F)cc1)O2` gave Tcruzi prolif 72, Pf Dd2 inh 0, GASC1 inh -1.4 and C diff HTS 28.
Screening CN(C)C(=O)c1ccc(-c2ccc(C3[C@@H]4CN(S(=O)(=O)Cc5ccccc5)C[C@H]3N4)cc2)cc1 (some centres undefined) returned Pf Dd2 inh -25, GASC1 inh 0.6 and C diff HTS 34.
Screening COc1ccc(S(=O)(=O)Nc2ccc3c(c2)CC(=O)N([C@H](C)CO)C[C@@H](C)[C@H](CN(C)C)O3)cc1 returned Tcruzi prolif 31, Pf Dd2 inh 23, GASC1 inh 5.8 and C diff HTS 0.
`O=C(C[C@@H]1C=C[C@@H](NS(=O)(=O)c2ccccc2)[C@@H](CO)O1)NCCN1CCCCC1` gave Tcruzi prolif -35, Pf Dd2 inh 1, GASC1 inh 0.7 and C diff HTS -1.

Random excerpt: two compounds from above, in no set order.
For O=C(C1CCC1)N1CC[C@@H]2[C@H]1c1cc(Br)ccc1N[C@@H]2CO the results were Pf Dd2 inh -59, GASC1 inh 5.6 and C diff HTS 6.
`CCCC#Cc1cnc2c(c1)C(=O)N([C@H](C)CO)C[C@H](C)[C@H](CN(C)Cc1ccc(F)cc1)O2` gave Tcruzi prolif 72, Pf Dd2 inh 0, GASC1 inh -1.4 and C diff HTS 28.

The listing picks up; the two compounds before the break are reprinted first.
Screening COc1ccc(S(=O)(=O)Nc2ccc3c(c2)CC(=O)N([C@H](C)CO)C[C@@H](C)[C@H](CN(C)C)O3)cc1 returned Tcruzi prolif 31, Pf Dd2 inh 23, GASC1 inh 5.8 and C diff HTS 0.
`O=C(C[C@@H]1C=C[C@@H](NS(=O)(=O)c2ccccc2)[C@@H](CO)O1)NCCN1CCCCC1` gave Tcruzi prolif -35, Pf Dd2 inh 1, GASC1 inh 0.7 and C diff HTS -1.
`OC[C@H]1[C@H](c2ccc(C#CC3(O)CCCC3)cc2)[C@H]2CN(Cc3cccnc3)CCCCN21` gave Tcruzi prolif 85, Pf Dd2 inh -4, GASC1 inh 0.3 and C diff HTS -5.
C[C@H]1CN([C@@H](C)CO)C(=O)c2cc(NS(=O)(=O)c3ccc(F)cc3)ccc2O[C@@H]1CN(C)C(=O)Nc1ccccc1 was read as Tcruzi prolif 0, Pf Dd2 inh 16, GASC1 inh 1.0 and C diff HTS 3.
For C[C@H](CO)N1C[C@H](C)[C@H](CN(C)Cc2ccncc2)Oc2cc(-c3cccnc3)ccc2S1(=O)=O the results were Tcruzi prolif 67, Pf Dd2 inh 21, GASC1 inh 4.1 and C diff HTS -2.
For COc1ccc(NC(=O)N2C[C@@H]3N[C@H](C2)C3c2ccc(-c3cccnc3)cc2)cc1 (some centres undefined) the results were Pf Dd2 inh 33&-28, GASC1 inh -2.8 and C diff HTS -7.
For CO[C@@H]1CN(C)C(=O)c2cc(NS(=O)(=O)c3cn(C)cn3)ccc2OC[C@H](C)N(CCC(F)(F)F)C[C@@H]1C the results were Tcruzi prolif 28, Pf Dd2 inh 22, GASC1 inh -1.6 and C diff HTS 6.
`Cc1ccccc1-c1ccc([C@@H]2[C@@H](CO)N3CCCCN(S(C)(=O)=O)C[C@H]23)cc1` gave Tcruzi prolif 27, Pf Dd2 inh 18, GASC1 inh 1.5 and C diff HTS -4.
For O=C(C[C@H]1C[C@H]2c3cc(NC(=O)C4CCOCC4)ccc3O[C@H]2[C@@H](CO)O1)NC1CCCC1 the results were Tcruzi prolif -7, Pf Dd2 inh 1 and GASC1 inh 0.4.
C[C@@H]1CN([C@H](C)CO)C(=O)c2cc(C#CC3CC3)cnc2O[C@@H]1CN(C)C(=O)c1ccc(F)cc1 was read as Tcruzi prolif 75, Pf Dd2 inh -3, GASC1 inh -1.6 and C diff HTS 7.
O=C(C[C@@H]1C=C[C@H](NC(=O)Cc2cccnc2)[C@H](CO)O1)Nc1ccccc1 was read as Tcruzi prolif -24, Pf Dd2 inh 1 and GASC1 inh -1.6.
COC(=O)[C@@H]1[C@@H](CO)[C@@H]2Cn3c(ccc(C4=CCCCC4)c3=O)[C@@H]2N1CCC(F)(F)F was read as Tcruzi prolif 18, GASC1 inh 4.1 and C diff HTS -1.
`CCNC(=O)C[C@@H]1CC[C@@H]2[C@H](COC[C@H](O)CN2C(=O)C2CCCC2)O1` gave Tcruzi prolif 48, Pf Dd2 inh 3 and GASC1 inh 0.1.
C[C@H](CO)N1C[C@H](C)[C@@H](CN(C)Cc2ccncc2)Oc2ncc(C#CCN(C)C)cc2C1=O was read as Tcruzi prolif -25, Pf Dd2 inh 46, GASC1 inh 4.2 and C diff HTS 0.
O=C(NCC[C@H]1CC[C@@H](NC(=O)Nc2cc(F)ccc2F)[C@H](CO)O1)Nc1ccc(F)cc1 was read as GASC1 inh -1.6 and C diff HTS 1.
Screening C[C@H](CO)N1C[C@H](C)[C@H](CN(C)C)Oc2ccc(NC(=O)Nc3ccc4c(c3)OCO4)cc2C1=O returned Tcruzi prolif -22, Pf Dd2 inh 7, GASC1 inh 7.1 and C diff HTS 2.
C[C@@H]1CCCCO[C@H](CN(C)Cc2ccncc2)[C@H](C)CN([C@@H](C)CO)C(=O)c2cc(NS(C)(=O)=O)ccc2O1 was read as Tcruzi prolif 104*, Pf Dd2 inh 31, GASC1 inh -0.4 and C diff HTS 0.
Screening C[C@H]1CN([C@@H](C)CO)C(=O)Cc2cc(NC(=O)Nc3ccc4c(c3)OCO4)ccc2O[C@H]1CN(C)CC1CCCCC1 returned Tcruzi prolif 36, Pf Dd2 inh 8, GASC1 inh 1.6 and C diff HTS -19.
C[C@@H]1CN([C@@H](C)CO)C(=O)c2cc(C3=CCCCC3)cnc2O[C@@H]1CN(C)C(=O)c1cccnc1 was read as Pf Dd2 inh -4, GASC1 inh 4.9 and C diff HTS 0.
For O=C(C[C@@H]1CC[C@H](NS(=O)(=O)c2ccc(F)cc2)[C@H](CO)O1)NCc1ccccc1F the results were Pf Dd2 inh 26, GASC1 inh -0.3 and C diff HTS -6.
`C[C@H](CO)N1C[C@H](C)[C@H](CN(C)C(=O)C2CCC2)Oc2ncc(C#CC3(O)CCCC3)cc2C1=O` gave Tcruzi prolif 58, Pf Dd2 inh 33, GASC1 inh 0.7 and C diff HTS 1.
Screening C[C@@H]1CN([C@@H](C)CO)C(=O)Cc2cc(NS(C)(=O)=O)ccc2O[C@@H]1CN(C)S(=O)(=O)c1cccs1 returned Tcruzi prolif 23, Pf Dd2 inh -3, GASC1 inh -0.6 and C diff HTS -4.
Screening CCC(=O)N(C)C[C@H]1Oc2ncc(-c3ccc(C#N)cc3)cc2C(=O)N([C@H](C)CO)C[C@H]1C returned Tcruzi prolif 60, Pf Dd2 inh 10, GASC1 inh -2.0 and C diff HTS -2.
